TexasRed fluor – Total Fluorescence Counterscreen for Inhibitors of the Interaction of Thyroid Hormone Receptor and Steroid Receptor Coregulator 2 | TRb/SRC2 Texas Red total fluorescence interference | Potency, µM (highest dose often 106 µM), for inactives: top-dose fluorescence change, negative = quenching | actives 0.29% (n = 280,000) | AID 1479, 2009; active = well fitted curve in either direction with a large enough effect; inconclusive = small, poorly fitted or top-dose-only effect; note: % is set by controls: 0 for no effect and ±100 for the full control effect
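Flags fluorescent or light-absorbing compounds by total fluorescence, S + 2P, at 555 nm excitation and 632 nm emission. Mixture: 20 nM Texas Red SRC2 peptide, 0.6 uM human TRb LBD, 1 uM T3, 5% DMSO; compound exposure 5 h at ambient temperature.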
SMN2 splice up – qHTS Assay for Enhancers of SMN2 Splice Variant Expression; HEK293 SMN2-luciferase splicing reporter, luminescence, 30-36 h; Potency, µM (titrated, usually from 46.1 µM), without a hit: at the highest dose activity change, positive = activation, most hits filed as activators; actives 2.8% (n = 210,000); note: % of control where 0% means no effect; nearly all actives have a fitted effect of over 55% in size
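qHTS luciferase splicing reporter: luminescence rises when SMN2 exon 7 is included in transfected HEK293 cells. Compound exposure lasted 30-36 h at 37C, with 4.5 mM final sodium butyrate as control, followed by a ONE-Glo read.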
TRb SRC2 PPI – qHTS for Inhibitors of the Interaction of Thyroid Hormone Receptor and Steroid Receptor Coregulator 2; Thyroid hormone receptor beta (Homo sapiens), P10828; Potency, µM (highest dose often 106 µM), for the others: top-dose activity change, negative = inhibition, most hits filed as inhibitors; TRbeta-SRC2 peptide binding, fluorescence polarization; receptor liganded with 1 µM T3; AID 1469, 2008; actives 0.065% (n = 280,000);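 note: plate controls were bound peptide for no effect and peptide without receptor for full effect; nearly all actives have a fitted effect of over 50% in size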
Target sequence (P10828 whole entry, looked up): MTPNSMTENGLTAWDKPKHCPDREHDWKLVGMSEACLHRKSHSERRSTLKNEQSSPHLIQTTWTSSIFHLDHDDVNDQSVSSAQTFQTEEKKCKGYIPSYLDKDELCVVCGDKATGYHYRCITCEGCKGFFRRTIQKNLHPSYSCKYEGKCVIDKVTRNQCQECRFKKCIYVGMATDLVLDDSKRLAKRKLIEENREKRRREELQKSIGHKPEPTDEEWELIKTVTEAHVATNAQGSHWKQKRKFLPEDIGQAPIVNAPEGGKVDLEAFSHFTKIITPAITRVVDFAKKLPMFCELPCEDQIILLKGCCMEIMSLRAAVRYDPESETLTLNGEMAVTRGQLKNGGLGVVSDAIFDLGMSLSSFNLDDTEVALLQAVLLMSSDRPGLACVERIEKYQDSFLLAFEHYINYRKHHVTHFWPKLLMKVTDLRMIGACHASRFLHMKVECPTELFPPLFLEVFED
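Each compound concentration gave % activity, normalized to unbound and bound Texas Red SRC2 controls, from polarization read after 5 hr ambient incubation with T3-loaded human TRb LBD.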
* marks the source's active call; other numbers are inactive results; ? = inconclusive; [ ] = another dose, or the depositor's remark. Unless noted, calls come from the whole dose curve; as a rule, active = well fitted curve in the direction sought with a large enough effect; inconclusive = small, poorly fitted or top-dose-only effect, or another doubt; inactive = no such curve, though single readings can be large; an effect the other way counts as inactive or inconclusive. Potency is the fitted concentration of half-maximal effect.

SMILES | TexasRed fluor | SMN2 splice up | TRb SRC2 PPI
CCc1ccc(Oc2c(C(F)(F)F)oc3c(CN4CCCC(C)C4)c(O)ccc3c2=O)cc1 (stereo unspecified) | 0% | 7% | -7%
Cc1ccc(NC(=O)c2cc(-c3ccc4c(c3)OCO4)on2)cc1 | ? | -3% | -7%
CCc1ccccc1NC(=O)Cn1c(C(=O)OC)cc2oc(C)cc21 | -9% | 0% | 3%
Cc1nn(-c2ccc(Cl)cc2)c2nc(-c3cccnc3)cc(C(F)(F)F)c12 | 0% | 5% | -8%
Cc1ccc(C)c(N2CCN(C(=O)C3CCCN(S(=O)(=O)c4cccc5nonc45)C3)CC2)c1 (stereo unspecified) | -1% | -15% | -3%
O=C(Cn1c(=O)c2sccc2n(CC(=O)Nc2ccc(Cl)cc2Cl)c1=O)NCCc1ccccc1 | 1% | -2% | -3%
Cc1ccccc1Cn1c(-c2cccs2)nc2ccccc21 | -3% | 5% | 5%
COc1ccc(C2CC(=O)c3cnc4c(-c5ccccc5)c(C)nn4c3C2)cc1OC (stereo unspecified) | -2% | 5% | 6%
CCCCC(=O)Nc1cc(C)c(O)c(-c2nc3ncccc3o2)c1 | 6% | 12% | 6%
CCc1cccc(C)c1NC(=O)CCS(=O)(=O)c1cc(Br)cc2c1N(C(=O)C1CC1)CC2 | 2% | -6% | -3%
CCOC(=O)c1c(NC(=O)C2c3ccccc3Oc3ccccc32)sc(C)c1C | 0% | 6% | -1%
COc1cc2c(cc1OC)C(c1cc(OC)c(O)c(OC)c1)CC(=O)N2 (stereo unspecified) | -1% | 13% | -2%
Cc1cc(C)c2c(=O)cc(C(=O)Nc3nc4ccc(F)cc4s3)oc2c1 | 4% | 4% | 5%
CCOc1ccccc1N1CC(c2nc3ccccc3n2CCOc2ccc(C(C)(C)C)cc2)CC1=O (stereo unspecified) | -3% | -34%[inhibitor] | -4%
Cc1ccc(C(=O)Nc2ccccc2)cc1S(=O)(=O)Nc1ccc(Br)cc1 | 0% | 13% | 1%

Of the compounds above, these contain four or more nitrogen atoms.
SMILES | TexasRed fluor | SMN2 splice up | TRb SRC2 PPI
Cc1nn(-c2ccc(Cl)cc2)c2nc(-c3cccnc3)cc(C(F)(F)F)c12 | 0% | 5% | -8%
Cc1ccc(C)c(N2CCN(C(=O)C3CCCN(S(=O)(=O)c4cccc5nonc45)C3)CC2)c1 (stereo unspecified) | -1% | -15% | -3%
O=C(Cn1c(=O)c2sccc2n(CC(=O)Nc2ccc(Cl)cc2Cl)c1=O)NCCc1ccccc1 | 1% | -2% | -3%

Further results
SMILES | TexasRed fluor | SMN2 splice up | TRb SRC2 PPI
CC(C)(C)C(=O)NCCc1nc2ccccc2n1CCCCOc1ccccc1 | -32% | -15% | 0%
CCOc1ccc(NC(=O)CC2C(=O)N(c3ccc(OC)cc3)C(=O)N2C2CCCCC2)cc1 (stereo unspecified) | 0% | -17% | 2%
CCn1c(=O)cc(SCC(=O)NCc2ccccc2OC)c2ccccc21 | 3% | -2% | 4%
CCOC(=O)c1cnc2c(ccc3ccccc32)c1Nc1ccc(OCC)cc1 | -27% | -4% | -4%
CCOC(=O)c1cnc2ccc(Cl)cc2c1Nc1ccc(N2CCOCC2)cc1 | 0% | -17% | 15%
COc1ccccc1N(CC(=O)NCCSCc1cccc(Cl)c1)S(C)(=O)=O | -2% | -28% | 5%
O=C(CCCCn1c(=O)c2ccccc2n(Cc2cccc(Cl)c2)c1=O)NCc1ccc2c(c1)OCO2 | 5% | 8% | -1%
Cc1cc(C(F)(F)F)n2nc(-c3ccc(Br)cc3)cc2n1 | 0% | 0% | 8%
Cc1cc(Cl)ccc1OCC(=O)N(Cc1ccc(N(C)C)cc1)C1CCS(=O)(=O)C1 (stereo unspecified) | -19% | 0% | 3%
Cc1nnc(NCc2ccc(Cl)cc2)c2c1nnn2Cc1ccc(F)cc1 | -2% | 2% | -4%
Cc1cccc(-c2noc(CN(C3CCCCC3)S(=O)(=O)c3ccc(F)cc3)n2)c1 | -20% | -7% | -1%
CCCCCn1c(CCCNC(=O)c2ccccc2OC)nc2ccccc21 | -1% | -47%[inhibitor] | 1%
CC(=O)NCCNc1nc2c(-c3ccc(C)cc3)nnn2c2ccccc12 | -1% | -5% | -5%
COc1cccc(N2CCN(C(=O)Cn3nc(C)n4c(cc5c(OC)cccc54)c3=O)CC2)c1 | -24% | -7% | 4%
Cc1cccc(C(=O)NCc2nnc(SCC(=O)Nc3ccccc3F)n2-c2ccccc2)c1 | -1% | -21% | -1%
Oc1cccc(-c2nc(-c3cccs3)c(-c3cccs3)[nH]2)c1 | -2% | -3% | 5%
COC(=O)CC1Oc2ccc(C)cc2-n2cc(-c3ccc(F)cc3)nc21 (stereo unspecified) | -3% | -22% | -2%
Cc1ccc(Cl)cc1N1CCN(C(=O)COc2cc(=O)n(C)c3ccccc23)CC1 | -1% | -39%[inhibitor] | -5%
CCCCC(=O)OC1=C(C(=O)c2ccccc2)N(CCC)S(=O)(=O)c2ccccc21 | 2% | -47%[inhibitor] | -2%
O=C(NCCN1CCN(c2cccc(Cl)c2)CC1)Nc1ccccc1C(F)(F)F | -2% | -8% | 2%
CCCCn1cc(S(=O)(=O)c2cc(C)ccc2C)c(=O)c2cc(F)c(F)cc21 | 0% | 11% | -3%
Cc1ccc(-n2c(=O)c3c4c(sc3n(Cc3cccc(Cl)c3)c2=O)CCC4)cc1C | 0% | -5% | 4%
CCOc1ccc(NC(=O)CSc2oc(-c3cccs3)nc2S(=O)(=O)c2ccc(Cl)cc2)cc1 | -1% | -1% | 0%
CCOc1ccccc1NC(=O)c1cc2c(=O)[nH]c3ccccc3c2s1 | 1% | 0% | 9%
CC(=O)c1ccc(NC(=O)C2CCCN(S(=O)(=O)c3ccc(Br)s3)C2)cc1 (stereo unspecified) | 1% | -5% | 1%
COc1ccc(Cl)cc1NC(=O)Cn1nnc2sc(-c3ccccc3)cc2c1=O | 1% | -2% | -2%
Cc1ccc(-n2c(=O)c3c4c(sc3n(Cc3ccccc3F)c2=O)CCC4)cc1C | 0% | 4% | 2%
COCCn1c(=O)[nH]c2cc(C(=O)Nc3cccc(C(C)=O)c3)ccc2c1=O | -2% | -8% | -5%
Cc1ccc2ncc(C(=O)NCc3ccccc3Cl)c(=O)n2c1 | -27% | 0% | -3%
COc1ccc(C(=O)c2oc3ccccc3c2NC(=O)c2cc(=O)c3ccc(C)cc3o2)cc1Cl | -48% | -3% | 3%
Cc1ccccc1-c1nc(CS(=O)(=O)CC(=O)Nc2cccc(C(F)(F)F)c2)c(C)o1 | -5% | -6% | 0%
COc1cc2oc(=O)c(CC(=O)N3CCCCC3)c(C)c2cc1Cl | -1% | -2% | 9%
Cc1ccccc1-c1nc(CS(=O)(=O)CC(=O)NCc2cccc(Cl)c2)c(C)o1 | -9% | 3% | 1%
COC(=O)c1cc2oc(C)cc2n1Cc1ccccc1Cl | 1% | 10% | 3%
COc1ccc(CCNC(=O)c2ccc3c(c2)N(Cc2ccccc2F)C(=O)c2ccccc2S3=O)cc1OC (stereo unspecified) | ? | ? | -4%
COc1ccc(OC)c(CCNC(=O)c2cc3c(=O)n(C)c4ccccc4c3n2C)c1 | 0% | 0% | -4%
CCN(CCCNC(=O)Cn1ncc2c3ccccc3n(C)c2c1=O)c1cccc(C)c1 | 0% | 16% | 8%
Cc1oc(-c2ccccc2F)nc1CSCC(=O)N1CCN(c2ccccc2)CC1 | -1% | -74%[inhibitor] | -1%
COc1ccc(C)cc1NC(=O)Cn1cc(S(=O)(=O)N2CCC(C)CC2)c2ccccc2c1=O | -2% | 3% | 5%
Cc1cc(=O)n2nc(N3CCC(C(=O)Nc4c(C)cccc4C)CC3)sc2n1 | -1% | 20% | 3%
CC(C)C(=O)Nc1cccc(NC2=NS(=O)(=O)c3ccccc32)c1 | -7% | 16% | 9%
Nc1cc(=O)nc(SCC(=O)Nc2cccc(Cl)c2)n1CCc1ccccc1 | 2% | -4% | 4%
CC1(C)Cc2c(c(N3CCOCC3)nc3sc(C(=O)Nc4ccc(Cl)cc4)c(N)c23)CO1 | 0% | 4% | -5%
Cc1cccc(Cc2c(C)nc3nc(SCC(=O)NCc4ccc(F)cc4)nn3c2C)c1 | -2% | -30%[inhibitor] | 3%
COc1cc(C(c2c(C)[nH][nH]c2=O)c2c(C)[nH][nH]c2=O)ccc1OC(=O)c1ccccc1OC | -3% | 8% | ?
CC1CCC(C(=O)NC(C(=O)OCC(=O)c2ccc(Br)cc2)C(C)C)CC1 (stereo unspecified) | 2% | -4% | 3%
Cc1ccc(-c2nc(-c3cc4cccc(OCc5cccc(F)c5)c4oc3=O)no2)cc1 | -1% | -10% | -3%
CCOC(=O)c1ccc(N2C(=O)c3n[nH]c(-c4cccs4)c3C2c2ccc(C(C)(C)C)cc2)cc1 (stereo unspecified) | -1% | 5% | -8%
CCOC(=O)N1CCc2c(sc3c2c(=O)n(CCc2ccccc2)c(=O)n3CC(=O)Nc2ccc(C)cc2)C1 | 0% | 0% | 0%
CCc1ccc2oc(-c3ccc(NC(=O)c4cccc(Cl)c4Cl)cc3)nc2c1 | 0% | -28% | -10%
Cc1ccc(C2CC(=O)Nc3cc4c(cc32)OCCO4)cc1 (stereo unspecified) | 0.05µM*[quencher] | 9% | -17%[53 µM]
CCOc1ccc(NC(=O)Cn2c(=O)n(CC(=O)NCCc3ccccc3)c(=O)c3sccc32)cc1 | 2% | -5% | -7%
COc1ccc(S(=O)(=O)N(CC(=O)Nc2cccc(C(F)(F)F)c2)c2ccc(C)cc2)cc1 | -1% | -5% | 11%
COc1ccc(-c2noc(CN3CCN(c4ccccc4OC)CC3)n2)cc1OC | -4% | -23% | -2%
Cc1nc2sccn2c(=O)c1S(=O)(=O)NCc1ccccc1 | 0% | 21% | 3%
CSc1ccc(CCNC(=O)c2ccc3c(Cl)c4c(nc3c2)CCCC4)cc1 | -8% | 0% | -2%
COc1ccc(NC(=O)CSc2nc(-c3cc(OC)c(OC)c(OC)c3)[nH]c2-c2ccc(F)cc2)cc1 | -1% | ? | -4%
CCCC12CN3CC(CCC)(CN(C1)C3c1ccc(OC(C)C)cc1)C2=O (stereo unspecified) | 0% | -10% | -3%
O=C(O)c1cccc(NC(=O)c2cccc(S(=O)(=O)Nc3cccc(F)c3)c2)c1 | 0.32µM*[quencher] | -1% | ?
Cc1cccc(OCCCC(=O)Nc2sc3c(c2C(N)=O)CCC(C)C3)c1 (stereo unspecified) | -20% | 8% | 5%

Later entries.
SMILES | TexasRed fluor | SMN2 splice up | TRb SRC2 PPI
Cn1c(=O)n(C)c2cc(N3CCCC3)c(NC(=O)Nc3ccccc3)cc21 | -1% | 15% | 0%
CC(NC(=O)CN(c1ccc(Cl)cc1Cl)S(=O)(=O)c1ccccc1)c1ccccc1 (stereo unspecified) | -16% | -16% | 0%
Cn1c(Oc2ccc(Cl)cc2)nc2c1c(=O)n(Cc1ccc(F)cc1)c(=O)n2C | 0% | -5% | 0%
CCN1CCN(C(=O)Cn2ncc3c4ccccc4n(Cc4ccccc4F)c3c2=O)CC1 | -1% | -14% | 1%
CCOc1cc(C2C(C(=O)Nc3ccc(OC)cc3)=C(C)Nc3nc(SC)nn32)ccc1O (stereo unspecified) | 7% | 9% | -3%
COc1cc(NC(=O)Cn2ncc3c(=O)oc4ccccc4c32)cc(OC)c1OC | 0% | -5% | -1%
COC(=O)c1c(NC(=O)COc2ccccc2Cl)sc2c1CCC(C(C)(C)C)C2 (stereo unspecified) | 6% | -4% | -8%
CCOc1ccc(NC(=O)Cn2c(=O)n(CCCC(=O)NCc3ccc4c(c3)OCO4)c(=O)c3ccccc32)cc1 | -28% | 4% | -2%

Compounds from the list above that have a CF3 group (6):
SMILES | TexasRed fluor | SMN2 splice up | TRb SRC2 PPI
CCc1ccc(Oc2c(C(F)(F)F)oc3c(CN4CCCC(C)C4)c(O)ccc3c2=O)cc1 (stereo unspecified) | 0% | 7% | -7%
Cc1nn(-c2ccc(Cl)cc2)c2nc(-c3cccnc3)cc(C(F)(F)F)c12 | 0% | 5% | -8%
Cc1cc(C(F)(F)F)n2nc(-c3ccc(Br)cc3)cc2n1 | 0% | 0% | 8%
O=C(NCCN1CCN(c2cccc(Cl)c2)CC1)Nc1ccccc1C(F)(F)F | -2% | -8% | 2%
Cc1ccccc1-c1nc(CS(=O)(=O)CC(=O)Nc2cccc(C(F)(F)F)c2)c(C)o1 | -5% | -6% | 0%
COc1ccc(S(=O)(=O)N(CC(=O)Nc2cccc(C(F)(F)F)c2)c2ccc(C)cc2)cc1 | -1% | -5% | 11%

Screens from PubChem.

Not all compounds are listed, so the mix of outcomes need not match the whole.
